OXTR agonist – human OXTR agonists, primary screen, fluorescence, CHO-OTR cells, Fluo-8 calcium; activation, % at 3 µM; 0.32% of 320,000 active; Fluo-8 calcium fluorescence; normalized: DMSO 0%, oxytocin 100%;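 active means activation above the mean of all tested compounds plus 3 SD, cutoff set per screening run, cut at about 20% in these data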;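 further: peak over basal fluorescence ratio from a 100 s FLIPR kinetic read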
NS3 helicase inh – inhibitors of HCV NS3 helicase, primary screen, biochemical, Cy5 molecular beacon fluorescence; Hepatitis C virus NS3 helicase; NS3 helicase DNA unwinding; inhibition, % at 10.9 µM; 0.56% of 290,000 active;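 active means inhibition above the mean of all tested compounds plus 3 SD, set per campaign, cut at about 35% in these data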;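 further: 0% = DMSO wells and 100% = thioflavine S control wells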
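System: Hepatitis C virus NS3 helicase domain fragment enzyme | Reagent: Annealed dual-labelled DNA beacon duplex, ATP-started | Compound dosing: 10.9 µM single point, 0.8% DMSO | Incubation: 1 h reaction at 25 °C, ATP-initiated | Technique: Cy5 fluorescence | Evaluation: Percent inhibition from t60/t0 fluorescence ratio | Benchmarks: Low DMSO, high thioflavine S at 110 µM | Replication: Singlicate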
GPR7 antagonist – GPR7 receptor antagonists, primary screen, cell-based, fluorescence, single concentration. Neuropeptides B/W receptor type 1 (Homo sapiens), P48145. GPR7-expressing cells, fluorescence antagonist assay. inhibition, % at 4.4 µM. 1.1% of 290,000 active; in the data active means inhibition above about 16%, passing the limit was not always enough;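 further: cells stimulated with the agonist NPW; 0% = agonist with vehicle and 100% = vehicle without agonist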
GalR3 antag – GalR3 antagonists in HEK293 cells, primary screen, cell-based, fluorescence readout | Galanin receptor type 3 (Homo sapiens), O60755 | HEK293 GalR3-CNG cAMP membrane potential fluorescence; galR3 body fused to GalR1 C-terminus | inhibition, % at 3 µM | 0.44% of 360,000 active;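 active means inhibition above the screen-wide average plus 3 SD, cut at about 13% in these data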;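 further: forskolin and galanin both at EC90 stimulate the cells; cAMP rise reported by CNG channel membrane potential dye signal; 0% = forskolin plus galanin with DMSO and 100% = forskolin alone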
Target sequence (O60755 1-299 limits assumed): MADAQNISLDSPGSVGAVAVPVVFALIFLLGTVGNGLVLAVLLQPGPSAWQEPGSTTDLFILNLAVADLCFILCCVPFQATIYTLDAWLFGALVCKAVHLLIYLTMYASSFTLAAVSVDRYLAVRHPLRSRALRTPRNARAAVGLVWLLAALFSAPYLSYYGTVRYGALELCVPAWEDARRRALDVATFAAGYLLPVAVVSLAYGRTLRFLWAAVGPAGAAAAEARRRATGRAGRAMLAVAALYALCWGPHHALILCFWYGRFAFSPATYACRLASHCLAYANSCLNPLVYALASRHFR
VIM-2 inhibitor – VIM-2 metallo-beta-lactamase inhibitors, primary screen, biochemical, epi-absorbance readout, Pseudomonas aeruginosa enzyme; purified VIM-2, nitrocefin hydrolysis, epi-absorbance fluorescence; inhibition, % at 5.6 µM; 0.89% of 290,000 active; AID 1527, 2009;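 active means inhibition above the mean of all tested compounds plus 3 SD, cutoff set per screening run, cut at about 7.5% in these data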;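 further: red hydrolysis product quenches plate fluorescence so inhibitors raise well fluorescence; 0% = enzyme with DMSO and 100% = DMSO without enzyme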
PHOSPHO1 inh – PubChem AID 1565; Phosphoethanolamine/phosphocholine phosphatase (Homo sapiens), Q8TCT1; recombinant PHOSPHO1, absorbance phosphatase assay; inhibition, % at 13.3 µM; 1.1% of 290,000 active; in the data active means inhibition above about 60%
Target sequence (Q8TCT1 whole entry, looked up): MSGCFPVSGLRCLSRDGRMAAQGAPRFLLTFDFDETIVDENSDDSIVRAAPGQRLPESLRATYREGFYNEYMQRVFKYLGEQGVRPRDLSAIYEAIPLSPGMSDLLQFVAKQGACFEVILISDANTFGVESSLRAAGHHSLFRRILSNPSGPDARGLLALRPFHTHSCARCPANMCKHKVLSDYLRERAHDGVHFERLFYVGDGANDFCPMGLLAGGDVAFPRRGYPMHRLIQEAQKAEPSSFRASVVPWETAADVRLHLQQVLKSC
IMP-1 inhibitor – IMP-1 metallo-beta-lactamase inhibitors, primary screen, biochemical, epi-absorbance readout, Pseudomonas aeruginosa enzyme | purified IMP-1, nitrocefin hydrolysis, epi-absorbance fluorescence | inhibition, % at 5.6 µM | 0.45% of 290,000 active;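 active means inhibition above the mean plus 3 SD of all compounds in the same screening run, cut at about 4.5% in these data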;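 further: 0% = IMP-1 with DMSO and 100% = DMSO wells lacking enzyme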
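assay system = purified recombinant IMP-1 metallo-beta-lactamase enzyme | schedule = 15 min preincubation plus 25 min reaction at 25 °C | signal = Epi-absorbance fluorescence, 480 nm excitation, 530 nm emission | read-out basis = percent inhibition from optical density relative to buffer-blank wells | controls = IMP-1 with DMSO as 0%, enzyme-free DMSO as 100%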
V1R ag counter – agonists of human V1a receptor, primary screen, counter-screen for OXTR agonist project, fluorescence, CHO-V1R cells; AID 2797, 2010; Vasopressin V1a receptor (Homo sapiens), P37288; activation, % at 3 µM; Fluo-8 calcium fluorescence, agonist mode; 0% DMSO, 100% 3 nM vasopressin; 0.25% of 320,000 active;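 active means activation above the mean activation of all tested compounds plus 3 SD, per screening run, cut at about 20% in these data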;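 further: signal is peak over basal fluorescence ratio across a 100 second FLIPR read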
Target sequence (P37288 whole entry, looked up): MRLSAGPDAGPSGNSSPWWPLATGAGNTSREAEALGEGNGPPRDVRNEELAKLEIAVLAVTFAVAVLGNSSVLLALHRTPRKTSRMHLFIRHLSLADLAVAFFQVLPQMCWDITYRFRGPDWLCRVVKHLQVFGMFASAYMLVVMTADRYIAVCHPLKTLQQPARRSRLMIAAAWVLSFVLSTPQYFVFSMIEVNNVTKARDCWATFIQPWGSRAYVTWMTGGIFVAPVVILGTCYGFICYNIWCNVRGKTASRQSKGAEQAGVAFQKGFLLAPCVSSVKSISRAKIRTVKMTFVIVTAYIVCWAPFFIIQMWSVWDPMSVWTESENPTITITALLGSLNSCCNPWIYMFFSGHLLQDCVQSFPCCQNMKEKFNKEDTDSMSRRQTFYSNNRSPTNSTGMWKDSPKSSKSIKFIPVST
DNA FID counter – compounds displacing fluorescent DNA intercalator, primary screen, artefact control for HCV NS3 helicase inhibitor project, biochemical, FID fluorescence | 0.17% of 290,000 active | AID 1845, 2009 | inhibition, % at 7.9 µM | DNA fluorescent intercalator displacement; in the data active means inhibition above about 37%;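 further: 0% = vehicle and 100% = reference compound; higher means more ethidium bromide displaced from hairpin DNA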
* = called active by the depositor; / = not tested or not shown.

The opening 13 compounds as a preview:
SMILES	OXTR agonist	NS3 helicase inh	GPR7 antagonist	GalR3 antag	VIM-2 inhibitor	PHOSPHO1 inh	IMP-1 inhibitor	V1R ag counter	DNA FID counter
CC1(C)CC(=O)C2=C(C1)OC(/N=C/N1CCOCC1)=C(C#N)C2c1ccccc1 (stereo unspecified)	-1.5	3	4	0	-1.9	13	1.9	-0.1	-20
CC(Oc1cccc(Br)c1)C(=O)N1CCCN(C)CC1 (stereo unspecified)	0.3	1	-22	-1	-2.8	22	-1.6	0.1	-1
COc1ccc2c(C)cc(C)nc2n1	0.9	2	-7	-4	-0.3	16	-2.8	0.6	0
CNc1c(NC(=O)c2ccc3c(c2)OCO3)c(=O)oc2ccccc12	1.7	4	7	-8	-3.5	17	0.7	2.8	0
O=S(=O)(Nc1ccc(N2CCOCC2)cc1)c1ccc(F)cc1F	1.0	2	11	4	1.5	-23	-0.6	2.5	1
CCN(CC(=O)NCc1ccc(Cl)cc1)C(=O)COc1ccc(C)cc1C	-0.8	0	-5	1	0.5	25	-3.8	0.0	-25
Cc1ccc(-c2c3c(=O)n(C)c(=O)n(C)c3cn2-c2ccccc2O)cc1	-0.8	0	-3	-2	-3.1	23	-1.8	0.0	-15
COc1ccc2ccccc2c1/C=N/NC(=O)c1cc(C)[nH]n1	-0.7	-1	-12	-3	-4.3	28	-3.0	0.2	-21
Cc1nc(Nc2nc(=O)c3ccccc3n2C)nc2c(C)cccc12	/	3	2	/	-2.9	/	-2.9	/	-1
COC(=O)c1cccc(OC(N)=O)c1	0.9	3	-1	/	0.0	-6	-2.5	-0.5	-1
COc1ccc(C)cc1S(=O)(=O)N(CC(=O)Nc1cc([N+](=O)[O-])ccc1C)c1ccc(C)c(C)c1	-1.3	-11	0	-6	-0.1	-15	-0.6	0.7	3
CCC1CCCCN1C(=O)CCn1ccnc1 (stereo unspecified)	1.0	-3	-11	-2	-1.3	49	-2.7	2.0	-5
CCc1nc(=O)c(-c2ccccc2)c(C)n1-c1ccccc1	2.8	9	-5	-2	-1.7	20	-3.1	0.4	-12

Main list (from the top)
SMILES	OXTR agonist	NS3 helicase inh	GPR7 antagonist	GalR3 antag	VIM-2 inhibitor	PHOSPHO1 inh	IMP-1 inhibitor	V1R ag counter	DNA FID counter
CC1(C)CC(=O)C2=C(C1)OC(/N=C/N1CCOCC1)=C(C#N)C2c1ccccc1 (stereo unspecified)	-1.5	3	4	0	-1.9	13	1.9	-0.1	-20
CC(Oc1cccc(Br)c1)C(=O)N1CCCN(C)CC1 (stereo unspecified)	0.3	1	-22	-1	-2.8	22	-1.6	0.1	-1
COc1ccc2c(C)cc(C)nc2n1	0.9	2	-7	-4	-0.3	16	-2.8	0.6	0
CNc1c(NC(=O)c2ccc3c(c2)OCO3)c(=O)oc2ccccc12	1.7	4	7	-8	-3.5	17	0.7	2.8	0
O=S(=O)(Nc1ccc(N2CCOCC2)cc1)c1ccc(F)cc1F	1.0	2	11	4	1.5	-23	-0.6	2.5	1
CCN(CC(=O)NCc1ccc(Cl)cc1)C(=O)COc1ccc(C)cc1C	-0.8	0	-5	1	0.5	25	-3.8	0.0	-25
Cc1ccc(-c2c3c(=O)n(C)c(=O)n(C)c3cn2-c2ccccc2O)cc1	-0.8	0	-3	-2	-3.1	23	-1.8	0.0	-15
COc1ccc2ccccc2c1/C=N/NC(=O)c1cc(C)[nH]n1	-0.7	-1	-12	-3	-4.3	28	-3.0	0.2	-21
Cc1nc(Nc2nc(=O)c3ccccc3n2C)nc2c(C)cccc12	/	3	2	/	-2.9	/	-2.9	/	-1
COC(=O)c1cccc(OC(N)=O)c1	0.9	3	-1	/	0.0	-6	-2.5	-0.5	-1
COc1ccc(C)cc1S(=O)(=O)N(CC(=O)Nc1cc([N+](=O)[O-])ccc1C)c1ccc(C)c(C)c1	-1.3	-11	0	-6	-0.1	-15	-0.6	0.7	3
CCC1CCCCN1C(=O)CCn1ccnc1 (stereo unspecified)	1.0	-3	-11	-2	-1.3	49	-2.7	2.0	-5
CCc1nc(=O)c(-c2ccccc2)c(C)n1-c1ccccc1	2.8	9	-5	-2	-1.7	20	-3.1	0.4	-12
CCOC(=O)Cc1csc(NC(NC(=O)OCC)(C(F)(F)F)C(F)(F)F)n1	-1.2	4	2	-4	-4.9	6	-3.5	-0.1	0
O=C(/C=C/c1cccc([N+](=O)[O-])c1)NC(=S)Nc1ccccc1C(=O)O	/	18	-6	/	1.1	-23	-1.5	/	-14
COc1ccc(Nc2cc(Cl)nc(N)n2)cc1OC	1.0	5	-4	4	-4.9	-4	-3.8	1.4	-1
CC(=O)Nc1cc(C(=O)c2ccccc2)ccc1N1CCOCC1	0.1	-1	5	-2	-1.1	2	-1.3	1.2	-4
CC1CCN(S(=O)(=O)c2ccc(NC(=O)Cc3ccccc3)cc2)CC1	5.0	-1	5	-10	-0.5	-2	-2.4	5.7	-13
COc1ccc(CCNC(=O)Cn2cnc3c2c(=O)n(C)c(=O)n3C)cc1OC	0.9	2	-4	-2	-3.9	33	-3.6	0.3	1
O=C(CCc1ccccc1)Nc1cccc(NC(=O)CCc2ccccc2)c1	-0.3	-7	2	-3	-1.4	-2	-0.4	-0.1	-21
CCOc1ccc(C(=O)CCN2CCCCC2)cc1	1.7	0	-2	2	-0.5	10	-2.3	1.6	7
COC(Cc1n[nH]c(=S)n1-c1ccc(Cl)cc1)OC	0.0	2	-13	-5	-9.1	-76	-4.4	0.2	-5
C/C(=N\Nc1cccc(Cl)c1)c1ccc(-n2ccnc2)cc1	-0.9	0	-4	-3	-1.7	45	-1.9	0.2	-1
CCCn1c(CNC(=O)c2ccccc2)nc2ccccc21	-0.7	-1	-16	-7	-4.1	10	-3.1	0.3	-11
CN1CCN(c2ccccc2/C=C2/C(=O)Nc3ccccc32)CC1	4.1	-15	-6	-14	6.7	33	-2.9	3.8	7
O=C(C1CCC1)N1CCc2cc(S(=O)(=O)NCc3ccco3)ccc21	1.7	-12	20	-3	0.8	7	1.4	2.1	-14
O=C(CNc1cccc(Cl)c1)c1ccc(Br)cc1	-0.9	7	-11	-10	1.5	25	2.8	0.4	1
CC1CCCCN1C(=O)CSc1nc2cc3c(cc2c(=O)n1Cc1ccc2c(c1)OCO2)OCO3 (stereo unspecified)	-1.4	-2	1	-4	1.8	0	0.4	-0.9	-10
CCCCCC#CCC#CCC#CCC#CCCCC(=O)O	-0.6	4	-6	/	-1.8	79*	0.4	0.6	-31
Cc1nccn1CCCN1C(=O)CNC1=S	-0.8	7	3	-2	-1.9	-2	-2.7	1.2	-4
O=C(COC(=O)c1ccc2c(c1)OCO2)Nc1nc(-c2ccccc2)cs1	1.0	-5	-10	-3	-0.5	-1	1.9	0.1	-2
O=C(COc1ncnc2scc(-c3ccccc3)c12)NC1CCCc2ccccc21 (stereo unspecified)	-0.4	3	-16	2	1.8	-4	-2.9	3.4	-16
O=S(=O)(Nc1cc(S(=O)(=O)N2CCOCC2)ccc1N1CCCC1)c1cccs1	-1.1	-2	15	-8	-3.3	-24	-2.3	-0.3	-20
Cc1nnc(SCC(=O)NC(=O)NCc2ccco2)s1	0.6	2	19	0	-2.4	24	-1.9	1.4	-5
Cc1nnc(SCC(=O)NC2CCS(=O)(=O)C2)n1-c1ccccc1 (stereo unspecified)	1.4	-15	25*	1	0.3	-10	-1.4	1.0	-2
COC(=O)COc1ccc2oc(=O)cc(-c3cc4cccc(OC)c4o3)c2c1	-1.8	-4	-3	0	-2.0	29	9.7*	-0.5	-3
c1cnc2nc(CSc3ncn[nH]3)cn2c1	0.6	13	-14	-2	-1.9	12	-2.5	1.2	-2
CCCNC(=O)N1CCCC(C(=O)c2cccc(Cl)c2)C1 (stereo unspecified)	-1.5	12	4	-4	-7.3	56	-2.9	-1.1	-6
c1cc(-c2cn(C[C@H]3CC[C@@H]([C@@H]4CC[C@H](Cn5cc(-c6ccsc6)nn5)O4)O3)nn2)cs1	-1.6	6	-3	-4	1.2	4	-2.6	0.2	-36
COc1ccc(N(CC(=O)NCc2ccc(F)cc2)C(=O)Cn2nnc(-c3ccc(C)o3)n2)cc1OC	2.3	-8	-2	-7	0.7	40	-1.8	3.6	-37
CNc1nc(-c2c[nH]c3ccccc23)cs1	-0.7	-11	-5	-2	-4.6	100*	-3.8	-0.8	5
COc1ccccc1NS(=O)(=O)c1ccc2oc(SCc3ccc(C#N)cc3)nc2c1	3.7	-5	-2	-2	-1.9	-12	-2.0	5.4	-4
CCOc1ncccc1C(=O)Nc1nc(C(C)(C)C)cs1	-0.8	-12	-2	-6	0.8	-5	0.1	-0.6	-9
COc1ccccc1CC(=O)Nc1ccc(S(=O)(=O)N2CCCCC2)cc1	0.0	-7	3	-9	-2.2	13	0.3	2.0	-26
Cc1ccc(/C=C2/SC(=S)N(CCC(=O)NCCCN3CCOCC3)C2=O)cc1	2.2	-73	-14	1	-0.8	23	-2.6	4.4	14
COc1cc(Cl)ccc1OCc1cc(C(=O)NC2CCc3ccccc32)no1 (stereo unspecified)	-0.2	1	-14	-4	1.1	23	-0.3	1.2	-8
N#C/C(=C\c1ccco1)c1nc2ccccc2s1	0.3	7	6	0	1.6	3	0.3	3.8	-6
COc1cccc(C(=O)NC(=S)Nn2cnnc2)c1OC	-0.6	7	-10	1	-1.6	7	-3.4	0.2	1
CCC(=O)Nc1ccc(N2CCN(Cc3ccccc3F)CC2)cc1	3.6	0	-2	4	-0.2	-8	0.2	0.1	-8
CCn1c(=O)c(C(=O)Nc2cccnc2)c(O)c2ccccc21	/	-3	-4	0	0.4	/	-0.1	/	0
